Screens as filed in PubChem BioAssay.
LAP4 TOR yeast: modulators of TOR pathway LAP4-GFP in S. cerevisiae. S. cerevisiae LAP4-GFP multiplex, flow cytometry GFP, 3 h; median GFP as percent of DMSO wells. GFP response vs DMSO, % at 10 µM. 320,000 compounds, 0.34% hits;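 active = GFP response vs DMSO above a set limit, about the screen mean plus 3 SD, cut at about 150% in these data; inconclusive = under 70 cell events counted for the yeast strain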
RPL19A-GFP yeast: modulators of TOR pathway RPL19A-GFP in S. cerevisiae; S. cerevisiae RPL19A-GFP strain, flow cytometry, 3 h; hits give low values; percent response vs DMSO, % at 10 µM; 330,000 compounds, 0.3% hits;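 active = percent response vs DMSO below 50%; inconclusive = fewer than 70 events counted for the yeast strain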;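 also: median channel GFP fluorescence of the barcoded RPL19A-GFP strain; ratio of sample median GFP to plate DMSO average so 100% = DMSO; lower means less RPL19A-GFP as with rapamycin TOR inhibition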
GASC-1 inh: human JMJD2C demethylase inhibition. Q9H3R0. GST-JMJD2C(1-420) H3K9me3 demethylation, DELFIA europium. inhibition, % at 2.35 µM. 330,000 compounds, 0.069% hits. AID 2099;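 active = more than half of a compound's replicate wells show inhibition beyond 50%, single wells judged on their own value; inconclusive = some, but no more than half, of replicates pass 50% inhibition; inactive = no replicate passes 50% inhibition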;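 also: signal counts dimethyl H3K9 product captured on neutravidin plate; 0% = median of DMSO wells and 100% = 0.3 times that DMSO median; strong numbers were not always called active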
Target sequence (Q9H3R0 1-420 limits assumed): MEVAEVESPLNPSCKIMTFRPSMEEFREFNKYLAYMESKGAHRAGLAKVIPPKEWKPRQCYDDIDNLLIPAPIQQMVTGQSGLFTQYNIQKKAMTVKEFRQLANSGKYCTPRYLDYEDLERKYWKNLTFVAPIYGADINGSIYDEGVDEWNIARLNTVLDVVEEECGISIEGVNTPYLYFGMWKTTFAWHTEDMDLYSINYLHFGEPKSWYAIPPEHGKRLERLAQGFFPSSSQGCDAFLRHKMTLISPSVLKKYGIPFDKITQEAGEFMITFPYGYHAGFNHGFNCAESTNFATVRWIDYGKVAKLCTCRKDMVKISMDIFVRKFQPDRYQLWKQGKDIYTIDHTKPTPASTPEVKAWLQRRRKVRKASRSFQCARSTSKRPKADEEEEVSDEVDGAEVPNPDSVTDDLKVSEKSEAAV
VLA-4 inh: inhibition in a human VLA-4 binding assay; P13612; VLA-4 expressing cells, ligand binding flow cytometry; inhibition, % (about 7 µM as worked out from the volumes in the protocol); 330,000 compounds, 0.2% hits; AID 2557; in the data active = inhibition above about 50%
AGP1 TOR yeast: alters AGP1-GFP fluorescence in TOR pathway yeast screen | GFP response vs DMSO, % at 10 µM | 320,000 compounds, 0.02% hits | S. cerevisiae AGP1-GFP multiplex flow cytometry, 3 h; GFP as percent of DMSO wells;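 active = GFP response relative to DMSO above a set limit, near screen average plus 3 SD, cut at about 150% in these data; inconclusive = fewer than 70 cells counted for the yeast strain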;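 also: median GFP channel fluorescence of the gated AGP1 strain per well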
GRK2 aptamer HTS: blocks RNA aptamer binding to human GRK2. inhibition of aptamer binding, % at 10 µM. P25098. 330,000 compounds, 0.59% hits. bead flow cytometry, FAM-aptamer displacement from GRK2. AID 488847;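 active = inhibition of aptamer binding above 40%, roughly 3 SD of noise, on plates passing a quality check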;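 also: median bead fluorescence of bound FAM aptamer so fluorescent compounds give negative values; no value below 0 was filed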
Target sequence (P25098 whole entry, looked up): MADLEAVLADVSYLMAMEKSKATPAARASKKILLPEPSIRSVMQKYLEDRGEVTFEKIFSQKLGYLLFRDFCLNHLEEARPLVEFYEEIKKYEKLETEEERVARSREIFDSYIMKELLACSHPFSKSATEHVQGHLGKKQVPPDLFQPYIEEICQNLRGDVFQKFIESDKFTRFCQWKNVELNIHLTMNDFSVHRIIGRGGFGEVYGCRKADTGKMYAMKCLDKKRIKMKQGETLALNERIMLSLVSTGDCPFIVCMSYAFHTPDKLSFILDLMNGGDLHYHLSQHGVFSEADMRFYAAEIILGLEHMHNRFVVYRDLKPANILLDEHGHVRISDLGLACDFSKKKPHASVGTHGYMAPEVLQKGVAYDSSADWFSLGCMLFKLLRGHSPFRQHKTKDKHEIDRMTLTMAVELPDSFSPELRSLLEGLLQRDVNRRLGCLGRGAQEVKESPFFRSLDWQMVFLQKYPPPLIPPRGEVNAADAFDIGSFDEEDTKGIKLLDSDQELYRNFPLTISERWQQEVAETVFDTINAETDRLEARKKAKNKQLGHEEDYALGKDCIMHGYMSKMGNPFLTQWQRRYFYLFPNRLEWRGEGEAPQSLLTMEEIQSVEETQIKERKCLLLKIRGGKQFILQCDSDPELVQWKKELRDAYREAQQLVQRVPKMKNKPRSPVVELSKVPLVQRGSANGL
CIT2 TOR yeast: yeast TOR pathway CIT2-GFP modulation | S. cerevisiae CIT2-GFP strain, flow cytometry, 3 h; 100 means same as DMSO wells | GFP response vs DMSO, % at 10 µM | AID 2029 | 320,000 compounds, 0.065% hits;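 active = GFP response relative to DMSO above a set limit, near the screen mean plus 3 SD, cut at about 150% in these data; inconclusive = Fewer than 70 cells measured for a yeast strain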;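 also: ratio of well median GFP fluorescence to mean of DMSO wells on the plate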
MEP2-GFP yeast: yeast TOR pathway MEP2-GFP modulation; S. cerevisiae MEP2-GFP strain, flow cytometry GFP, 3 h; 100% = DMSO control level; GFP response vs DMSO, % at 10 µM; 330,000 compounds, 0.51% hits; AID 2016;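 active = GFP response versus DMSO above a set limit, roughly screen mean plus 3 SD, cut at about 180% in these data; inconclusive = fewer than 70 cells counted for a yeast strain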;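 also: median GFP fluorescence of the barcode-gated MEP2-GFP cells per well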
* hit, by the source's call; u = inconclusive; x = not tested or not shown; & = joins results of further samples; [ ] = remark or other dose.

compound	LAP4 TOR yeast	RPL19A-GFP yeast	GASC-1 inh	VLA-4 inh	AGP1 TOR yeast	GRK2 aptamer HTS	CIT2 TOR yeast	MEP2-GFP yeast
CN1/C(=C\C(=O)c2cccnc2Cl)C(C)(C)c2ccccc21	98.5	106.3	-1.4	-18.1	101.2	0.0	96.5	107.1
NC(=O)COC(=O)/C=C/c1ccc2ccccc2n1	100.8	97.7	0.3	-0.7	97.8	0.0	98.7	104.3
CCCCCCSc1nsc(NC(=O)CC(C)C)n1	100.2	102.3	-1.2	12.2	98.5	0.0	95.7	94.2
COc1ccc2oc(-c3ccccc3)c(C(N)=O)c2c1	99.2	98.9	-2.1	15.8	100.0	0.0	106.3	102.6
COc1ccc(NC(=O)c2ccc(-n3cnnn3)cc2)c([N+](=O)[O-])c1	96.0	96.1	5.9	1.9	94.8	0.0	95.1	95.2
C=CCOC(=O)C1=C[C@H](c2cn(C(C)=O)c3ccccc23)C[C@H](OCCCCO)O1	147.6	101.1	-1.0	17.2	99.5	0.0	126.8	106.6
CCCc1nnc2n1N=C(c1ccc(C)cc1)CS2	97.7	99.3	0.0	3.9	95.8	1.0	98.4	93.2
O=C(CCc1nnc(CCCc2ccccc2)o1)NCC(F)(F)F	90.1	103.4	-24.3	-3.3	95.7	0.0	102.8	100.2
CN1CCN(CC#CCC(O)(c2ccccc2)C2CCCC2)CC1 (stereo not drawn)	96.0	97.2	7.5&-8.0	-1.1	94.2	1.0	94.5	100.2
COCCN(C(=O)COC(=O)/C=C/c1ccc(C)o1)c1c(N)n(Cc2ccccc2)c(=O)[nH]c1=O	81.8	75.9	2.0	-1.7	92.7	3.0	95.0	86.3
Cc1cccc(CS(=O)(=O)Cc2ccc(C(=O)NCC3CCCO3)o2)c1 (stereo not drawn)	91.0	103.5	-1.7	5.9	94.6	0.0	92.4	97.2
Cc1ccccc1NC(=O)c1nn(C)c2c1CS(=O)(=O)c1ccccc1-2	93.2	95.6	1.4	4.9	93.6	3.0	98.7	97.5
O=c1c2[nH]cnc2n(-c2ccc(F)cc2)c(=O)n1Cc1ccccc1	96.1	108.7	u	14.9	105.6	3.0	103.5	110.2
COc1cc2c(cc1OC)CN(CCC(C)c1ccc(Cl)cc1)CC2 (stereo not drawn)	109.1	100.6	4.5	10.5	108.1	0.0	100.8	99.1
COC(=O)c1sc2nc(N3CCCCC3)c3c(c2c1N)CCCC3	106.0	96.4	5.2	89.8*	95.9	5.0	92.6	101.2
Cc1ccc(S(=O)(=O)c2nc(-c3cccs3)oc2NCc2cccnc2)cc1	105.1	98.1	-14.3	5.9	104.6	0.0	103.6	100.0
CCOc1ccccc1NC(=O)Cn1nnc(C(=O)NCc2cccs2)c1N	85.8	95.5	-1.5	21.6	94.7	0.0	99.1	90.6
COc1ccccc1N1CCN(c2cnccn2)CC1	105.8	107.1	-39.7	33.7	108.1	2.0	108.8	102.2
CCOc1ccc(NC(=O)c2ccccn2)cc1	100.3	94.4	5.8	3.5	92.9	2.0	98.0	105.9
O=C(Nc1ccc(Oc2cccc(C(F)(F)F)c2)nc1)c1ccccc1	107.8	97.7	6.1	10.2	89.5	1.0	87.0	100.2
O=C(CSc1nc2ccccc2[nH]1)Nc1ccc(N2CCOCC2)cc1	97.9	97.8	21.1	-11.5	99.8	2.0	97.3	96.7
Cc1ccccc1C(=O)NC(=S)NCCN1CCOCC1	93.0	99.7	7.4	45.9	97.0	0.0	98.7	102.8
Cc1cc(C)[n+](C)n1CC(O)Cn1c2ccccc2c2ccccc21 (stereo not drawn)	98.0	100.6	15.5	5.5	98.0	0.0	100.7	98.6
Cc1ccc(CN2CCN(C(=O)CC(C)C)CC2)cc1	64.0	77.8	4.9	1.4	134.4	4.0	64.2	71.3
Cc1cccn2c(=O)nc(SCC(=O)Nc3ccc4c(c3)OCCO4)nc12	105.6	96.9	-3.8	3.1	105.5	2.0	83.2	95.4
CC(=O)Nc1ccc(/C(C)=N/NS(=O)(=O)c2ccc(C)cc2)cc1	100.5	94.6	2.6	11.2	99.8	0.0	109.5	99.8
CCC(C)NC(=O)C1=CCN(S(=O)(=O)c2ccc(C)cc2)CC1 (stereo not drawn)	105.7	100.6	-6.7	2.6	101.4	0.0	98.3	100.2
Cc1nn(-c2ccccc2)c(/N=C/c2ccccc2O)c1-c1ccccc1	98.8	99.9	2.7	22.1	102.0	2.0	98.3	98.5
CSc1ncccc1C(=O)OCC(=O)N(CC(C)C)c1c(N)n(Cc2ccccc2)c(=O)[nH]c1=O	105.8	104.7	-2.4	-15.1	108.8	0.0	107.6	104.2
CC(Oc1ccc(Cl)cc1)c1ccnn1S(=O)(=O)c1ccccc1 (stereo not drawn)	101.5	98.7	0.0	-0.7	x	0.0	99.6	96.1

compound	LAP4 TOR yeast	RPL19A-GFP yeast	GASC-1 inh	VLA-4 inh	AGP1 TOR yeast	GRK2 aptamer HTS	CIT2 TOR yeast	MEP2-GFP yeast
Oc1ccc(Br)cc1CNc1nccs1	90.6	108.0	15.7	9.8	101.3	3.0	108.4	110.9
CN(C)Cc1c(C(=O)N/N=C/C=C/c2ccccc2)nnn1-c1nonc1N	93.7	105.4	19.9	6.3	99.5	14.0	108.0	103.2
Cc1nc2ccc(S(=O)(=O)NCC(=O)NCCN3CCCCCC3)cc2s1	93.1	98.1	-0.1	0.2	101.9	0.0	99.6	102.1
COc1ccc(CNC(=O)COC(=O)c2ccc(C)c(S(=O)(=O)N3CCOCC3)c2)cc1	98.2	98.5	0.0	1.9	95.6	1.0	92.4	95.8
CC(=O)N1CCN(c2ccc(S(=O)(=O)NCCN(C(C)C)C(C)C)cc2[N+](=O)[O-])CC1	96.4	104.2	5.7	12.9	101.0	3.0	101.3	106.6
CSc1nnc(C(C)(C)C)c(=O)n1/N=C/c1ccccc1O	95.2	98.6	-3.3	3.4	87.0	1.0	75.1	87.9
COc1ccc(N=C2NC(=O)S/C2=C\c2ccc(N(C)C)cc2)cc1	96.4	95.0	-5.4	-57.2	96.3	0.0	97.8	99.8
Cc1ccc(-c2noc(CCC(=O)Nc3ccccc3N3CCN(C)CC3)n2)cc1	100.4	100.5	-5.2	0.1	105.1	0.0	108.8	97.0
CCOC(=O)[C@H](O)[C@@H](O)c1cccc([C@H](O)[C@@H](O)C(=O)OCC)c1	105.5	97.5	u	-4.0	90.0	2.0	96.5	94.9
CC1CCc2nn(CC(=O)N3CCc4ccccc43)cc2C1 (stereo not drawn)	105.0	102.1	6.4	30.8	103.9	1.0	102.4	102.7
C=CCNC(=O)CN1CCC(NC(=O)c2ccco2)CC1	95.9	102.9	126.7	7.7	104.4	1.0	109.0	110.0
CCOC(=O)c1oc2ccccc2c1N	97.9	96.3	-4.5	-4.6	95.4	2.0	83.5	98.0
CCOC(=O)/C=C1\SCC(=O)N1CC(=O)Nc1ccc2c(c1)CCC2	94.8	97.6	3.4	-5.5	100.2	0.0	96.9	100.8
CCOC(=O)C1(Cc2cccc(Cl)c2)CCCN(C(=O)c2ccnn2C)C1 (stereo not drawn)	96.1	98.1	-0.1	7.9	105.0	0.0	99.9	102.8
CC(C)c1c(C(=O)N/N=C/C=C/c2ccccc2)nnn1-c1nonc1N	104.6	103.6	0.4	-198.0	104.0	17.0	106.2	106.5
CC(C)C1C(=O)NC(=S)N1S(=O)(=O)c1ccc(C(C)(C)C)cc1 (stereo not drawn)	100.2	96.7	10.8	6.1	106.4	0.0	105.0	97.3
c1ccc(-c2nnc3sc(-c4cc5ccccc5o4)nn23)cc1	121.4	100.3	-1.7	0.2	88.7	3.0	88.0	103.8
O=C1CSC(c2ccccc2)N1Nc1nc(N2CCOCC2)nc(N2CCOCC2)n1 (stereo not drawn)	94.9	101.1	-4.5	-32.1	104.1	1.0	103.0	95.0
Cc1ccnc(NS(=O)(=O)c2ccc(NC(=O)c3ccc(Cl)cc3[N+](=O)[O-])cc2)n1	100.9	105.1	11.5	1.6	103.8	2.0	103.4	109.9
COc1ccc(-c2cc(C)no2)cc1S(=O)(=O)N1CCOc2ccc(C)cc21	93.6	103.5	2.3	7.8	103.3	2.0	104.4	107.0
c1ccc(CSc2nnnn2-c2cccc3ccccc23)nc1	u	93.2[may fluoresce violet]	5.7	21.3	100.7[may fluoresce violet]	3.0	u	u
CCOc1ccc(S(=O)(=O)N2CCN(CC)CC2)cc1NC(=O)c1ccccc1F	95.0	98.8	-11.5	-2.4	101.4	1.0	97.3	101.6
Cc1cc(C)c(NS(=O)(=O)c2ccc3c(c2)NC(=O)C(C)C(=O)N3)c(C)c1 (stereo not drawn)	93.0	101.7	6.3	-16.6	100.4	0.0	99.4	98.6
CN(C(=O)COC(=O)c1ccc2c(c1)OCO2)c1c(N)n(Cc2ccccc2)c(=O)[nH]c1=O	97.8	94.5	-15.2	-5.8	95.0	2.0	89.1	93.9
O=C(c1ccc(COc2c(F)c(F)cc(F)c2F)o1)N1CCN(c2ccc(Cl)cc2)CC1	105.0	103.8	-9.2	2.1	111.1	1.0	105.1	109.6
CCOCc1nnc(NC(=O)C2CCN(C(=O)C3CC(=O)N(c4ccc(C)cc4)C3)CC2)s1 (stereo not drawn)	96.1	102.6	2.3	-2.2	99.6	2.0	101.9	101.9
CCCN1CC(=O)N2Cc3[nH]c4ccccc4c3C[C@H]2C1=O	112.0	114.4	4.3	3.9	110.0	0.0	106.8	116.0
COc1cc(OC)cc(C(=O)NC(=S)N(Cc2ccccc2)C(C)C)c1	88.0	107.6	-5.4	2.7	98.7	9.0	103.7	101.0
COc1ccc(NC(=O)CN2CCCC(C)C2)c([N+](=O)[O-])c1 (stereo not drawn)	97.9	97.4	-20.9	17.5	100.7	2.0	95.4	92.5
CCS(=O)(=O)n1nc(-c2ccccc2)nc1NCc1ccco1	103.2	96.9	26.0	0.1	100.9	1.0	x	104.2

compound	LAP4 TOR yeast	RPL19A-GFP yeast	GASC-1 inh	VLA-4 inh	AGP1 TOR yeast	GRK2 aptamer HTS	CIT2 TOR yeast	MEP2-GFP yeast
Cc1cc(C)nc(SCC(=O)N/N=C/c2cccn2-c2ccc(O)cc2)n1	99.2	95.5	3.5	11.7	99.0	2.0	100.7	101.3
C=CCSC1=C(C#N)C2(CCCCC2)C(C#N)C(=O)N1 (stereo not drawn)	111.0	99.9	-0.9	-0.2	99.0	0.0	95.1	100.8
CC1Cc2ccccc2N1C(=O)CSc1nnc(C2CC2)n1C (stereo not drawn)	95.3	95.6	10.2	6.1	90.5	2.0	92.2	101.7
CCCc1ccc(OCC(O)CN2CCN(c3ccccn3)CC2)cc1 (stereo not drawn)	97.7	97.7	8.5	3.9	97.3	3.0	101.2	112.6

Whole records, quoted from the list.
Record of `C=CCSC1=C(C#N)C2(CCCCC2)C(C#N)C(=O)N1` (stereo not drawn) : LAP4 TOR yeast: 111.0; RPL19A-GFP yeast: 99.9; GASC-1 inh: -0.9; VLA-4 inh: -0.2; AGP1 TOR yeast: 99.0; GRK2 aptamer HTS: 0.0; CIT2 TOR yeast: 95.1; MEP2-GFP yeast: 100.8
Record of `CCCc1ccc(OCC(O)CN2CCN(c3ccccn3)CC2)cc1` (stereo not drawn) : LAP4 TOR yeast: 97.7; RPL19A-GFP yeast: 97.7; GASC-1 inh: 8.5; VLA-4 inh: 3.9; AGP1 TOR yeast: 97.3; GRK2 aptamer HTS: 3.0; CIT2 TOR yeast: 101.2; MEP2-GFP yeast: 112.6
